Source: PubChem BioAssay (several laboratories)
DNMT1 inh = DNMT1 (human) enzyme inhibition; DNMT1 molecular beacon, Hinp1I cleavage, fluorescence; inhibition (reported as % activation of signal), % at 10 µM; 360,000 tested, 0.83% active; AID 588458; in the data active = inhibition above about 50%
LMPTP inh = blocks human LMPTP phosphatase. recombinant LMPTP-A, OMFP fluorogenic substrate, fluorescence intensity. inhibition, % at 20 µM. 360,000 tested, 0.22% active. AID 651560;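 active = compounds that cut the enzyme signal by at least half of the control window in the single-dose screen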;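 also: plate controls were DMSO wells with enzyme plus substrate for no effect and substrate without enzyme for full effect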
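Test system – LMPTP-A enzyme · Amount – LMPTP-A at 0.625 nM final in the reaction · Buffer or medium – Bis-Tris pH 6.0, DTT, detergent · Reagent – OMFP 400 µM · Doses – single 20 µM dose · Schedule – reaction 50 min, room temperature, dark · Detection – fluorescence intensity of OMFP turnover product · Evaluation – percent inhibition versus substrate-only and uninhibited controls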
SUMO1-SIM PPI = modulators of human SUMO1-mediated protein-protein interactions; 360,000 tested, 0.33% active; AID 602429; inhibition, % at 20 µM; SUMO1 binding to a labelled peptide, TR-FRET, 1 h; P63165; in the data active = inhibition above about 37%
Target sequence (P63165 whole entry, looked up): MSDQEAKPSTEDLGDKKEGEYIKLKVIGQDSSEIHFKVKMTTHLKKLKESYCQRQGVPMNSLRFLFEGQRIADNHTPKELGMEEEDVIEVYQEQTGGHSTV
CendR NRP1 mod = NRP-1/CendR interaction modulation | FAM-RPARPAR peptide binding to NRP-1, fluorescence polarization | O14786 | 360,000 tested, 0.85% active | inhibition, % at 25 µM;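 active = inhibition or corrected inhibition above about 18%, plus a signal ratio from 0.5 to 1.5, limit read from the data, passing the limit was not always enough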; also: strong numbers were not always called active
Target sequence (O14786 whole entry, looked up): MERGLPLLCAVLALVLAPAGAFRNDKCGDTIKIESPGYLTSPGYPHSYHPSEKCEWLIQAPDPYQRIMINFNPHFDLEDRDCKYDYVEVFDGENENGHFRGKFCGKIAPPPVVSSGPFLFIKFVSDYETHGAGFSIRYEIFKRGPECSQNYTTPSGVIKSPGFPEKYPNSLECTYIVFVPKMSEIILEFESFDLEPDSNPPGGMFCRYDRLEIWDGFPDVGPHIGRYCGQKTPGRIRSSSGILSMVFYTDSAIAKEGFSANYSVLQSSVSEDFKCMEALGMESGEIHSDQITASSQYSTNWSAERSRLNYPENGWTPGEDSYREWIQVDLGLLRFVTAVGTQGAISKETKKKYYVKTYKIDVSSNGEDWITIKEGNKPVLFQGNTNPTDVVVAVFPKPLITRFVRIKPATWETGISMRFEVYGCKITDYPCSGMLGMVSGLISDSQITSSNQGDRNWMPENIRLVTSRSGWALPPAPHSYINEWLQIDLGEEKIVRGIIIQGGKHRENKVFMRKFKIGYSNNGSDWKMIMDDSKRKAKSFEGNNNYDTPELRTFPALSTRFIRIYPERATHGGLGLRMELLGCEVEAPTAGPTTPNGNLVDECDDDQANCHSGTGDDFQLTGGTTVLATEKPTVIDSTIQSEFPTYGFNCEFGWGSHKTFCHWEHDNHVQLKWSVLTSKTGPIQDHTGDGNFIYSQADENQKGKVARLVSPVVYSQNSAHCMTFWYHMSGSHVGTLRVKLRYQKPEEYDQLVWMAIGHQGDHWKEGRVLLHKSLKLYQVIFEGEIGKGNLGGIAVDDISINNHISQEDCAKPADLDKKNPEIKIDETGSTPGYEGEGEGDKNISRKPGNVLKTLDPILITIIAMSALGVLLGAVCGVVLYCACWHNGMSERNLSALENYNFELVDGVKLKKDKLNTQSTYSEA
eLon inh = inhibitors of E. coli Lon protease | purified E. coli Lon protease, fluorescence polarization | inhibition, % at 7.94 µM | 360,000 tested, 0.42% active | AID 602123; in the data active = inhibition above about 13%, passing the limit was not always enough;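 also: 0% = enzyme with probe and DMSO and 100% = no enzyme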
STEP block = blocks human striatal-enriched tyrosine phosphatase; recombinant STEP, OMFP fluorogenic substrate, fluorescence; P54829; 360,000 tested, 0.25% active; inhibition, % at 20 µM;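 active = inhibition at 20 µM, scaled per plate between control wells, above about 37%, limit read from the data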;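 also: 0% = DMSO with enzyme and substrate and 100% = substrate only without enzyme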
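Material: STEP (striatal-enriched tyrosine phosphatase) enzyme, cell-free; Compound dosing: 20 µM single dose in 1% DMSO; Technique: fluorescence read at 480 nm ex / 540 nm em; Times: reaction 20 min, ambient temperature; Medium: 50 mM Bis-Tris pH 6.0 with 2.5 mM DTT and 0.005% Tween 20; Also added: OMFP at 25 µM.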
MsrA act = activates bovine MsrA enzyme; activation, % at 10.6 µM; 360,000 tested, 0.3% active; AID 602163; purified bovine MsrA, absorbance read-out; in the data active = activation above about 7.5%;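 also: 0% = vehicle and 100% = reference activator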
Scp1 inh = inhibitors of human Scp-1 phosphatase; Q9GZU7; Recombinant Scp1, phosphopeptide, malachite green phosphate absorbance; inhibition, % at 20 µM; 340,000 tested, 0.88% active;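 active = inhibition above about 50% at 20 µM, limit read from the data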;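 also: plate controls were DMSO wells with enzyme for no effect and wells lacking enzyme for full effect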
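Test system: SCP-1 catalytic domain; Buffer or medium: Acidic Tris acetate buffer with magnesium and detergent; Also added: Phosphorylated 17-residue peptide substrate; Compound: single 20 µM dose, 1% DMSO; Schedule: enzyme reaction 45 min at room temperature, colour 5 min, stabilisation 30 min; Signal: Phosphate-binding colour reagent, absorbance read at 630 nm.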
Tb MetRS inh = Trypanosoma brucei MetRS inhibition; AID 624268; 360,000 tested, 0.4% active; inhibition, % at 11.9 µM; purified T. brucei MetRS, ATP depletion, Kinase-Glo luminescence;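 active = inhibition above a per-plate cutoff of the control wells' mean inhibition plus 3 SD, cut at about 5.5% in these data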;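 also: 0% = DMSO wells median and 100% = median of wells with control inhibitor compound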
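Material – parasite MetRS enzyme · Medium – HEPES-MgCl2-KCl buffer plus DTT, spermine, BSA, pyrophosphatase · Reagent – ATP, methionine and E. coli bulk tRNA substrates · Times – 15 min enzyme-compound preincubation, 2 h reaction, 10 min detection, 25 °C · Measured by – luminescence of leftover ATP · Evaluation – percent inhibition relative to median high and low control wells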
MsrA inh = bovine MsrA inhibition | purified bovine MsrA, absorbance read-out | inhibition, % at 15.5 µM | 360,000 tested, 0.75% active | AID 651718; in the data active = inhibition above about 4.5%;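 also: 0% = vehicle wells with enzyme and 100% = reference inhibitor wells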
Starred values were filed as active, the others as inactive; · = no result given. These rows are one share of the data; count on the stated rates, not on these rows.

SMILES | DNMT1 inh | LMPTP inh | SUMO1-SIM PPI | CendR NRP1 mod | eLon inh | STEP block | MsrA act | Scp1 inh | Tb MetRS inh | MsrA inh
CN1Cc2cnnn2-c2ccccc2C1c1ccccc1 (centres undefined) | 6 | -1.7 | 2 | 2 | -2 | -3 | -7 | -12 | -1.1 | -0.8
C=CCn1c(O)c(C(C)=NCCC2=CCCCC2)c(=O)[nH]c1=O | 1 | -0.4 | 1 | 0 | -1 | -3 | -5 | -4 | -0.6 | 1.1
CCCc1nc2ccccc2c(=O)n1-c1ccc(OC)cc1 | 5 | -0.9 | 3 | -4 | 3 | -2 | -5 | -5 | -0.6 | 0.0
O=C1/C(=C/c2cccnc2)N2CCC1CC2 | 1 | -1.3 | -5 | 9 | 8 | -3 | -1 | -13 | -0.1 | 1.9
Nc1ccc(Br)cc1 | 3 | 0.2 | 3 | 1 | -3 | -4 | -13 | -1 | -0.3 | 0.5
CCSc1nnc(C(N)Cc2ccccc2)o1 (centres undefined) | 2 | -1.3 | 3 | 1 | -5 | 0 | -4 | -2 | -0.5 | -1.2
CCOC(=O)C1(c2ccccc2)CCN(CCC(=O)Nc2ccc(F)cc2)CC1 | -2 | -0.3 | 3 | 5 | -4 | 0 | 0 | -2 | -0.3 | -0.1
C[C@]12CCC3C(CC[C@H]4C[C@H](O)[C@H](O)C[C@]34C)C1CC[C@@H]2O (some centres undefined) | 0 | -1.2 | -2 | 16 | -8 | -4 | -2 | -3 | 0.3 | 0.8
O=C1CCCN1C(=O)c1cncc(Br)c1 | 0 | -2.0 | -1 | -1 | -2 | 2 | 0 | -3 | -0.1 | 0.0
CCC(=O)OC1(c2ccccc2)C(C)CN(C)CC1C (centres undefined) | -2 | -0.8 | -1 | 0 | 3 | 1 | -5 | -2 | -0.2 | 1.7
O=C(/C=C/c1ccccc1)NCCc1cnc[nH]1 | 2 | -1.4 | 2 | 8 | -5 | -1 | -2 | 15 | 0.0 | 0.4
COc1ccc(C2SCC(=O)Nc3c2c(C)nn3-c2ccccc2)cc1OC (centres undefined) | -1 | 0.1 | -1 | -12 | 1 | -1 | -4 | 5 | 0.3 | -0.1
COc1ccccc1OCC(=O)N1CCN(Cc2ccc3c(c2)OCO3)CC1 | -2 | -1.0 | 2 | -6 | 3 | 0 | -3 | -6 | -0.7 | 0.8
C[C@@H]1CN([C@H](C)CO)C(=O)CCCn2nncc2CO[C@@H]1CN(C)C(=O)Oc1ccccc1 | -3 | -1.5 | 2 | 6 | 0 | 4 | -3 | · | -1.0 | -1.1
Nc1cccc2c1Cc1cc([N+](=O)[O-])ccc1-2 | -1 | 0.7 | -34 | -2 | -14 | 1 | -1 | 5 | 0.1 | 0.6

11 entries already listed, ordered by length of the SMILES, descending.
SMILES | DNMT1 inh | LMPTP inh | SUMO1-SIM PPI | CendR NRP1 mod | eLon inh | STEP block | MsrA act | Scp1 inh | Tb MetRS inh | MsrA inh
C[C@@H]1CN([C@H](C)CO)C(=O)CCCn2nncc2CO[C@@H]1CN(C)C(=O)Oc1ccccc1 | -3 | -1.5 | 2 | 6 | 0 | 4 | -3 | · | -1.0 | -1.1
C[C@]12CCC3C(CC[C@H]4C[C@H](O)[C@H](O)C[C@]34C)C1CC[C@@H]2O (some centres undefined) | 0 | -1.2 | -2 | 16 | -8 | -4 | -2 | -3 | 0.3 | 0.8
CCOC(=O)C1(c2ccccc2)CCN(CCC(=O)Nc2ccc(F)cc2)CC1 | -2 | -0.3 | 3 | 5 | -4 | 0 | 0 | -2 | -0.3 | -0.1
COc1ccc(C2SCC(=O)Nc3c2c(C)nn3-c2ccccc2)cc1OC (centres undefined) | -1 | 0.1 | -1 | -12 | 1 | -1 | -4 | 5 | 0.3 | -0.1
COc1ccccc1OCC(=O)N1CCN(Cc2ccc3c(c2)OCO3)CC1 | -2 | -1.0 | 2 | -6 | 3 | 0 | -3 | -6 | -0.7 | 0.8
CCCc1nc2ccccc2c(=O)n1-c1ccc(OC)cc1 | 5 | -0.9 | 3 | -4 | 3 | -2 | -5 | -5 | -0.6 | 0.0
CCC(=O)OC1(c2ccccc2)C(C)CN(C)CC1C (centres undefined) | -2 | -0.8 | -1 | 0 | 3 | 1 | -5 | -2 | -0.2 | 1.7
O=C(/C=C/c1ccccc1)NCCc1cnc[nH]1 | 2 | -1.4 | 2 | 8 | -5 | -1 | -2 | 15 | 0.0 | 0.4
O=C1/C(=C/c2cccnc2)N2CCC1CC2 | 1 | -1.3 | -5 | 9 | 8 | -3 | -1 | -13 | -0.1 | 1.9
CCSc1nnc(C(N)Cc2ccccc2)o1 (centres undefined) | 2 | -1.3 | 3 | 1 | -5 | 0 | -4 | -2 | -0.5 | -1.2
Nc1ccc(Br)cc1 | 3 | 0.2 | 3 | 1 | -3 | -4 | -13 | -1 | -0.3 | 0.5

Next section:
SMILES | DNMT1 inh | LMPTP inh | SUMO1-SIM PPI | CendR NRP1 mod | eLon inh | STEP block | MsrA act | Scp1 inh | Tb MetRS inh | MsrA inh
CC(=O)C1C(=O)NC23CCCCC2C1c1ccccc1O3 (centres undefined) | 2 | 0.2 | -4 | 2 | -1 | -2 | 0 | -1 | 0.2 | -0.5
CCOC(=O)C(O)(c1ccc(NC(=O)NC)cc1)C(F)(F)F (centres undefined) | -2 | -3.8 | 3 | 1 | 0 | -2 | 0 | -4 | 0.6 | -2.0
CC(c1ccccc1)[n+]1ccccc1 (centres undefined) | 4 | -1.4 | -2 | -11 | -8 | -2 | -2 | -4 | 0.3 | -0.4
COc1ccc(CC2=NCCc3cc(OC)c(OC)cc32)cc1OC | -11 | -2.0 | 3 | 3 | -3 | 1 | 0 | · | 0.1 | 0.6
Nc1c2c(nc3sc4c(c13)CCCCC4)CCCC2 | -1 | 9.6 | 4 | -13 | -1 | 1 | -1 | -3 | 0.7 | 1.9
CN1C(=O)/C(=C/C=C/c2ccco2)C(=O)NC1=S | 94* | 12 | 54* | -214 | -94 | 36 | -12 | 98* | -0.5 | 1.4
Cc1ccc(-n2c(O)c(/C=N/NC(=O)c3ccncc3)c(=O)[nH]c2=O)cc1 | 0 | -1.5 | -12 | -66 | -17 | 2 | -10 | -4 | -0.5 | 3.7
N#CC1=C(N)Oc2c(c(=O)oc3ccccc23)C1c1cccnc1 (centres undefined) | 1 | -0.4 | -2 | -131 | -4 | -3 | -1 | -2 | 1.3 | 0.6
CCCNC(=O)N1[C@H]2CC[C@@H]1C(C(=O)OC)=C(c1ccc(C(C)=O)cc1)C2 | 7 | -2.0 | -2 | 9 | -7 | -1 | -4 | -8 | 0.0 | -0.4
Cc1cc(C)nc(-n2c(C)nc3cc(Cl)ccc3c2=O)c1 | -1 | -1.7 | 0 | 5 | 6 | -2 | 3 | -11 | -0.2 | -0.7
C=CCn1c(O)c(C(CC)=Nc2ccc(N(CC)CC)cc2)c(=O)[nH]c1=O | -7 | 0.3 | -7 | -23 | 2 | 2 | -2 | 0 | 0.0 | -0.2
COc1ccc(-n2nnnc2C(c2ccccc2)N2CCC(n3c(=O)[nH]c4ccccc43)CC2)cc1 (centres undefined) | -8 | 4.1 | 2 | 9 | -3 | -1 | 0 | · | -0.8 | 0.1
C=C(C)C1(CCCC)C(=O)NC(=S)NC1=O | 3 | -1.0 | 6 | -2 | -2 | 3 | 0 | -3 | -0.4 | -0.4
C=CCn1c(O)c(C=NC2CCN(Cc3ccccc3)CC2)c(=O)[nH]c1=O | -6 | 0.3 | 1 | 13 | -7 | 0 | -3 | 1 | -0.2 | 1.2
CCOc1ccc(N2C(=O)NC(=O)/C(=C/c3cnc(SC)nc3)C2=O)cc1 | -6 | 0.8 | 6 | -16 | -12 | 0 | -8 | -1 | -0.4 | 1.0
COC(=O)C1=C(c2ccc(-c3ccccc3)c(F)c2)C[C@@H]2CC[C@H]1N2C(=O)NCCNC(C)=O | 5 | -0.6 | 0 | -8 | 1 | 3 | -1 | -8 | 0.0 | -0.5
CC(=O)c1cn(Cc2ccc(F)cc2)c2ccccc12 | 0 | 0.2 | -3 | -2 | -4 | -1 | -3 | -6 | -0.6 | 0.9
CCN(CC)P(c1n(C)cc[n+]1C)N(CC)CC | 3 | 0.1 | -1 | 9 | -10 | 4 | -4 | 99* | -0.1 | 0.0
C=CCn1c(O)c(C(C)=NCc2ccco2)c(=O)[nH]c1=O | -2 | -1.3 | -3 | 1 | 2 | 3 | 1 | -18 | 0.1 | -0.7
CCCCn1c(NS(=O)(=O)c2ccccc2)c(C(=O)OCC)c2nc3ccccc3nc21 | 68* | 9.3 | 49* | -7 | -23 | 3 | -4 | -14 | 13* | 1.0
O=C(Cc1cc(=O)oc2cc(O)ccc12)NN=Cc1ccc(N(CCCl)CCCl)cc1 | -3 | 1.8 | 92* | -18 | 5 | -3 | -9 | -1 | 0.3 | 7.3*
COc1ccc(C(=O)C2(C)N(O)C(C)C(c3cccs3)=[N+]2[O-])cc1 (centres undefined) | 14 | -0.9 | -3 | 9 | -2 | -4 | -17 | 0 | -1.3 | 2.2
Cc1ccc(NP(=O)(Oc2ccccc2F)Oc2ccccc2F)cc1C | -22 | 1.8 | 1 | 4 | 7 | -4 | -4 | -11 | -1.0 | -1.0
COc1ccccc1CC(=O)N1CCN(CCc2ccccc2)CC1 | 0 | -2.2 | -1 | -11 | 8 | -1 | -3 | 0 | -1.2 | 0.5
O=c1c2ccccc2ncn1-c1ccc([N+](=O)[O-])c(C(F)(F)F)c1 | -4 | 1.0 | -23 | -11 | 2 | -2 | -2 | -3 | -0.1 | 0.2
O=c1[nH]c(=O)n(CCc2ccccc2)c(O)c1C=NCCN1CCNCC1 | -1 | -4.6 | 2 | -7 | -15 | 0 | 2 | -7 | -0.5 | -0.6
C[C@]12CCC3C(CC[C@H]4[C@H](O)[C@H](O)CC[C@]34C)C1CC[C@@H]2O (some centres undefined) | -3 | -0.1 | 7 | 20 | -11 | 2 | -3 | -10 | -0.1 | 1.8
